# PME-1 primary: blocks human protein phosphatase methylesterase 1; recombinant PME-1, FP-Rh probe fluorescence polarization; inhibition, % at 5.9 µM; 320,000 compounds, 0.53% hits; AID 2130;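 active means inhibition above the campaign mean of all compounds plus 3 SD, cut at about 26% in these data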;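 further: competitive labeling of PME-1 active site by serine hydrolase directed probe; 0% = PME-1 with DMSO and 100% = wells lacking PME-1 enzyme; inhibitors block probe labeling so polarization falls and inhibition rises; many of its hits are not listed in these tables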
# GSTO1 inh: GSTO1 inhibition, counter-screen for RBBP9 inhibitors; AID 1974; P78417; inhibition, % at 5.96 µM; 300,000 compounds, 1.1% hits; recombinant GSTO1, activity-based probe fluorescence polarization;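 active means inhibition above the campaign mean inhibition plus 3 SD, cut at about 35% in these data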;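 further: 0% = GSTO1-1 with DMSO and 100% = wells lacking GSTO1-1 enzyme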
# Target sequence (P78417 whole entry, looked up): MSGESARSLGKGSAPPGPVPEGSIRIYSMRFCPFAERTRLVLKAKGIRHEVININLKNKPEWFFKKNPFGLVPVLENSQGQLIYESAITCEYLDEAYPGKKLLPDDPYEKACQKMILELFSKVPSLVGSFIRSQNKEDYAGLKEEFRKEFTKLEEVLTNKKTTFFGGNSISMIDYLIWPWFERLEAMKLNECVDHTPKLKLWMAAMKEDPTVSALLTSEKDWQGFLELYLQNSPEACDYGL
# pPAFAH FP inh: inhibitors of human plasma PAF acetylhydrolase (pPAFAH). Q13093. recombinant pPAFAH, FP-rhodamine probe fluorescence polarization. inhibition, % at 3.39 µM. 330,000 compounds, 1.5% hits. AID 463082;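 active means inhibition above the mean inhibition across the screen plus 3 SD, cut at about 25% in these data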;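 further: inhibitors block binding of the rhodamine activity-based probe so polarization drops; 0% = enzyme with DMSO and 100% = wells lacking pPAFAH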
# PAFAH1B3 inh: PAFAH1B3 (human) inhibition. AID 492972. recombinant PAFAH1B3, FP-rhodamine probe, fluorescence polarization. 340,000 compounds, 0.28% hits. inhibition, % at 3.39 µM;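 active means inhibition above the screen-wide average of all tested compounds plus 3 SD, cut at about 25% in these data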;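 further: 0% = enzyme with DMSO only and 100% = wells lacking PAFAH1B3 protein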
# PAFAH1B2 FP inh: PAFAH1B2 (human) inhibition | recombinant PAFAH1B2, FP-rhodamine activity probe, fluorescence polarization | inhibition, % at 3.39 µM | 340,000 compounds, 1.2% hits;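 active means inhibition above the mean of all tested compounds plus 3 SD, cut at about 24% in these data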;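 further: 0% = enzyme with DMSO and 100% = wells lacking PAFAH1B2; many of its hits are not listed in these tables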
# Target sequence (P68402 whole entry, looked up): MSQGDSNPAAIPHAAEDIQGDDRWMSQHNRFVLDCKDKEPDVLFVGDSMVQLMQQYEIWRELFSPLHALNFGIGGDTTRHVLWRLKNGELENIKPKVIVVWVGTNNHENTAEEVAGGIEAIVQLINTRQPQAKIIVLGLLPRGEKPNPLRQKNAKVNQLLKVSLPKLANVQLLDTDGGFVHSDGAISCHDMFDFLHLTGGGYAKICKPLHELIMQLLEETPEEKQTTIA
# PAD4 inh: inhibitors of human PAD4 | inhibition, % at 6.36 µM | 330,000 compounds, 0.41% hits | recombinant PAD4, RCA probe fluorescence polarization;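 active means percent inhibition above a cutoff equal to the mean of all tested compounds plus 3 SD, cut at about 15% in these data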;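 further: 0% = PAD4 with RCA probe and DMSO and 100% = probe without PAD4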
# LYPLA1 counter: counter-screen for PME1 inhibitors: inhibitors of human LYPLA1; recombinant LYPLA1, FP-Rh probe fluorescence polarization; O75608; 320,000 compounds, 0.16% hits; inhibition, % at 5.9 µM; AID 2174;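 active means inhibition above the mean of all tested compounds plus 3 SD, set per campaign, cut at about 14% in these data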;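 further: inhibitors block serine hydrolase probe labeling of LYPLA1 so polarization falls; 0% = enzyme with DMSO and 100% = wells lacking LYPLA1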
# Target sequence (O75608 whole entry, looked up): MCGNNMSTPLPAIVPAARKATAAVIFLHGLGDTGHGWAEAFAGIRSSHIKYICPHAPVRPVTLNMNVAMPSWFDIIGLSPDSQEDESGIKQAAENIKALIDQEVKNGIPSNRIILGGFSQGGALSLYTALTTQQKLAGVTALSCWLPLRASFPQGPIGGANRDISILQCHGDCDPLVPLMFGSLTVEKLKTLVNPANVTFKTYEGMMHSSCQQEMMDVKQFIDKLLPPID
# LYPLA2 inh: LYPLA2 (human) inhibition in PME1 counter-screen; O95372; recombinant LYPLA2, FP-Rh probe fluorescence polarization; inhibition, % at 5.9 µM; 320,000 compounds, 0.38% hits; AID 2177;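 active means inhibition above the screen-wide mean plus 3 SD, limit set per campaign, cut at about 26% in these data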;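 further: 0% = LYPLA2 with DMSO and 100% = wells lacking LYPLA2 enzyme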
# Target sequence (O95372 whole entry, looked up): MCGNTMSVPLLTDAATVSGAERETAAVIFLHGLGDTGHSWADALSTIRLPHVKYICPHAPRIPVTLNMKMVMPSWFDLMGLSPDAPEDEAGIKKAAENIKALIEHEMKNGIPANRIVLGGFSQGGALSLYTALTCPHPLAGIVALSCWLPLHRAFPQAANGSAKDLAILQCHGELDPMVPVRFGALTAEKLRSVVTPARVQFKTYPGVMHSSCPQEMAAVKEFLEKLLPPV
# PAFAH2 inh: inhibitors of human PAFAH2. Q99487. inhibition, % at 3.39 µM. recombinant PAFAH2, FP-rhodamine activity probe, fluorescence polarization. 340,000 compounds, 0.99% hits;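 active means inhibition above the mean over all tested compounds plus 3 SD, cut at about 30% in these data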;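 further: inhibitors block probe labeling of enzyme so polarization drops; 0% = enzyme with DMSO and 100% = wells lacking PAFAH2 protein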
# Active calls of the source: *; / = not tested or not shown.
SMILES,PME-1 primary,GSTO1 inh,pPAFAH FP inh,PAFAH1B3 inh,PAFAH1B2 FP inh,PAD4 inh,LYPLA1 counter,LYPLA2 inh,PAFAH2 inh
Cc1ccc(N2CC(C(=O)Nc3nnc(SCCC4OCCO4)s3)CC2=O)cc1 (stereo not given),4,-2,6,4,4,-4,-2,6,6
CCO[C@@H]1OC(C(=O)N2CCN(Cc3ccccc3)CC2)=C[C@H](c2ccccc2)[C@H]1CCCO,2,-6,3,7,9,1,0,0,-8
Nn1c(SCC(=O)Nc2ccc(F)cc2F)nnc1-c1cccnc1,6,6,4,6,5,0,-5,-5,-5
O=C(CSc1nc(-c2ccc(F)cc2)cs1)N1CCN(C(=O)c2ccco2)CC1,-3,-2,7,7,3,0,-3,-1,-2
O=C(O)c1cccc(-n2cccc2/C=C2\SC(=O)N(Cc3ccccc3F)C2=O)c1,-1,-8,6,-1,5,1,-3,-1,-3
COc1ccc(CNC(=O)CSc2nnc3c(n2)[nH]c2ccc(F)cc23)cc1,-4,5,4,-5,-3,4,0,6,-32
O=C(c1cc2ccccc2oc1=O)N(Cc1ccc(F)cc1)C1CCS(=O)(=O)C1 (stereo not given),-5,3,1,-1,2,0,-3,7,6
CCn1c2ccccc2c2cc(C3N=C(N)Nc4nc5ccccc5n43)ccc21 (stereo not given),-34,1,7,5,3,-1,2,-2,4
CC(=O)N1CCN(C(=O)c2ccc3c(c2)OCO3)CC1,/,/,-1,8,1,6,/,/,1
COc1ccc(CNC(=O)c2ccc(N3CCOCC3)c([N+](=O)[O-])c2)cc1,-4,3,4,8,9,0,-2,-1,6
COc1ccccc1N1CCN(Cc2ccsc2)CC1,-1,2,1,3,-3,-1,1,-3,-5
Cc1cc(C)cc(N2C(N)=NC(N)=NC2c2cccc(Cl)c2)c1 (stereo not given),1,1,1,8,8,0,2,6,0
CCOC(=O)c1c(NC(=O)COc2ncnc3ccccc23)sc(C(C)=O)c1C,-3,-1,-1,2,5,2,-6,1,2
Cc1ccc2c(c1)c1c3n2CCN(C(=O)CN2CCN(C)CC2)C3CCC1 (stereo not given),3,11,3,2,6,3,1,4,2
CCNC(=S)N(CCCN(C)C)Cc1cc2cc3c(cc2[nH]c1=O)OCCO3,-3,3,2,13,4,0,3,2,-3
Nc1c(O)cccc1C(=O)O,0,76*,12,30*,4,13,0,10,3
COCc1ccc(CN2CCCC(CO)(Cc3ccccc3C)C2)o1 (stereo not given),0,1,3,10,10,-3,1,4,5
O=C(Nc1cccc(C(F)(F)F)c1)c1cc(-c2ccco2)on1,0,-8,11,0,-2,1,-11,-8,-7
CCN(CC)S(=O)(=O)c1cccc(-c2n[nH]c(=S)n2/N=C/c2ccc(OC(F)F)cc2)c1,18,0,9,13,5,2,-3,7,4
C/C(=N/NC(=O)c1cnccn1)c1ccncc1,0,4,1,12,-3,0,-2,0,-2
COc1ccc(NC(=O)CSc2ccc(-c3ccco3)nn2)cc1,-1,2,1,-2,9,1,-5,1,6
Cc1ccc(OCCNC(=O)/C=C/c2ccccc2)cc1,0,0,4,6,2,-4,-1,0,0
O=C1COc2ccc(NC(=O)N3CCN(c4ccc(F)cc4)CC3)cc2N1,4,-5,16,7,0,-4,0,4,-2
O=C(NCc1ccco1)C1CC(c2cc(C(F)(F)F)cc(C(F)(F)F)c2)=NO1 (stereo not given),-1,4,4,10,1,-2,3,-2,-5
Cc1ccc2nc(SC(C)C(=O)N3CCCC3)[nH]c2c1 (stereo not given),2,3,-4,0,1,-6,-1,-6,0
N/C(=N\N=C\c1ccc([N+](=O)[O-])cc1)c1nonc1N,1,30,5,0,4,0,1,0,1
CC(C)(C)C(=O)Cn1c[n+](N)cn1,2,-3,-1,2,0,4,-1,5,3
O=C(c1ccco1)N(Cc1ccccc1)Cc1ccccn1,0,0,0,6,1,2,6,11,4
O=C(CCCn1cc([N+](=O)[O-])cn1)N1CCCCC1,9,4,3,6,10,-3,0,1,9
N#Cc1cn(CC(=O)N2CCc3ccccc3C2)c2ccccc12,0,2,1,-2,2,-2,-6,0,8
COc1ccc2[nH]c(=O)c(CN(Cc3cccs3)C(=S)NCC3CCCO3)cc2c1 (stereo not given),1,-6,-3,6,4,-6,-5,-11,-3
CCc1c(C)sc(NC(=O)C2CCCO2)c1C#N (stereo not given),4,4,3,-2,-5,-1,-5,-1,-12
Cc1ccc(C)c(N2CCN(C(=O)C3CCC3)CC2)c1,-7,4,5,6,-1,2,1,4,4
Cc1cnc(C(=O)OCC(=O)N(Cc2ccccc2)C(C)C)cn1,1,-3,-4,11,8,-4,4,-10,2
CC1CCC(NC(=O)Cn2c3c(c(-c4ccccc4Cl)cc2=O)CCC3)CC1 (stereo not given),0,-2,11,3,-2,0,-1,2,-9
CC(NC(=S)Nc1ccc(S(=O)(=O)N2CCOCC2)cc1)C1CC2CCC1C2 (stereo not given),-17,-22,-10,2,17,1,-21,-36,-2
O=C(Nc1cccnc1)c1ccc(Cl)c([N+](=O)[O-])c1,-4,-1,-1,-2,4,6,0,0,1
COc1ccc(C(C(=O)NC(C)(C)C)N(C(=O)CCC(=O)Nc2cc(C)on2)c2cccc(C)c2C)cc1 (stereo not given),5,-1,-1,11,5,-2,-1,-2,3
O=C1[C@H](O)[C@@H](O)C(=O)N1Cc1ccccc1,7,0,2,-1,3,-5,-2,4,2
CCc1nnc(NC(=O)CCc2ccccc2OC)s1,4,9,7,-3,-3,-3,-2,5,14
CN(C)c1ccc(-c2cccc(C3CC=CC4C3C(=O)N(Cc3ccccc3)C4c3ccc(C(F)(F)F)cc3)c2)cc1 (stereo not given),-2,-4,2,17,7,-3,3,6,-3
COc1ccc(C(=O)O/N=C(\N)Cc2cccs2)cc1OC,5,2,13,6,2,-2,0,-5,79*
CSc1ccc(-c2nnn(Cc3ccc(C)cc3)n2)cc1,-3,-9,8,2,-2,-1,-6,-6,-5
COc1ccc2nc(N(CCN(C)C)C(=O)c3ccc(C(=O)c4ccccc4)cc3)sc2c1,0,-5,4,15,2,0,-1,6,-7
Cc1ccccc1NC(=S)N1CCN(c2ccccc2)CC1,-6,1,0,4,4,-2,2,-8,2
CN(C)c1ccc(C(CNC(=O)c2ccccc2)c2c[nH]c3ccccc23)cc1 (stereo not given),9,-2,8,-3,2,2,-3,5,11
Cc1nc2oc3ccccc3c(=O)c2c(=O)n1Cc1ccccc1,-10,-9,2,6,8,-2,-3,-2,8
COC(=O)c1cccc(C23CC4(C2)[C@H](CN(Cc2ccc(C(F)(F)F)cc2)[C@@H]4c2ccccc2)C3c2ccc(Cl)nc2)c1 (stereo not given in full),-2,-3,8,0,2,-6,1,6,3
Cc1ccc(S(=O)(=O)NC(=O)c2cc(C)n(CC(c3ccccc3)N(C)C)c2C)cc1 (stereo not given),2,6,6,7,18,-2,0,8,-2
COC(=O)Cn1cnc2sc3c(c2c1=O)CCCC3,1,-1,6,5,6,-2,-1,-3,1
CC(C)C(OC(=O)c1ccco1)C(=O)NC1CCCCC1 (stereo not given),-2,8,4,1,4,-5,4,4,2
Cc1ccc(NC(=O)c2ccc3c(c2)C(=O)N(c2ccccc2C)C3=O)nc1,3,/,-2,15,2,-7,-6,-5,-3
Nn1cnn(Cc2ccccc2)c1=S,1,1,-4,6,5,-3,1,-5,-6
Cn1c(-c2sccc2OCc2cccc(C(F)(F)F)c2)n[nH]c1=S,-1,-8,2,4,6,-3,-2,-4,1
Cc1nc(-c2cccc(NC(=O)Cc3ccccc3)c2)cs1,-8,-5,0,2,3,-3,-3,5,4
Clc1cccc(OCCN2CCN(CCOc3cccc(Cl)c3)CC2)c1,-1,2,-1,12,3,4,4,14,2
Cc1nnc(NC(=O)CCN2C(=O)/C(=C\c3ccccc3)SC2=S)s1,2,6,0,3,1,-7,4,8,0
CC(=O)Nc1cccc(NC(=O)CSc2nnc3ccccn23)c1,/,/,-3,-2,0,-3,/,/,-4
CCS(=O)(=O)Nc1ccc(C2=NN(C(=O)c3ccco3)C(c3ccco3)C2)cc1 (stereo not given),1,2,0,4,1,-6,-3,0,-4
COc1cccc(CNCCNC(=O)c2nonc2N)c1,0,4,0,11,4,0,5,5,-1
# More results.
SMILES,PME-1 primary,GSTO1 inh,pPAFAH FP inh,PAFAH1B3 inh,PAFAH1B2 FP inh,PAD4 inh,LYPLA1 counter,LYPLA2 inh,PAFAH2 inh
O=C(N/N=C/c1c[nH]c2ccccc12)c1cc(Cl)ccc1O,-5,-8,9,4,6,5,-4,-5,-4
COc1cc(C(=O)Nc2cccc3c2CCCC3)cc(OC)c1OC,-5,-1,1,0,-1,1,-3,2,-1
CCCCn1c(CCn2nc(C)c(Br)c2C)n[nH]c1=S,-2,5,2,10,0,-1,-1,2,3
CSc1ncccc1C(=O)OCC(=O)NC(C)(C)C,-2,5,3,6,2,-4,-2,-3,11
CCOc1cc(C(c2c(C)[nH][nH]c2=O)c2c(C)[nH][nH]c2=O)ccc1OCc1ccc([N+](=O)[O-])cc1,0,8,7,10,20,-7,2,7,4
Cc1nnc(SCCn2c(N(C)Cc3ccccc3)nc3c2c(=O)n(C)c(=O)n3C)s1,4,-7,5,-4,6,1,-4,-2,2
O=c1nc(N2CCOCC2)ccn1Cc1ccc(Br)cc1,0,-4,-1,5,-2,2,-1,2,0
COc1ccc(/C=N/NC(=O)c2nn(-c3ccc(C)c(C)c3)c(=O)c3ccccc23)cc1,-17,-4,-13,-5,-6,11,-10,-20,-12
COC(=O)Nc1ccc(S(=O)(=O)NCCO)cc1,-2,5,3,-9,-3,-4,1,1,2
CCCCn1c(N)c(NCCC(C)C)c(=O)[nH]c1=O,-3,-1,11,-2,2,-1,-3,-1,4
Cc1ccc(OCC(=O)N/N=C/c2cccnc2)cc1,0,4,2,8,-4,0,-5,-5,-11
COc1ccc(C(=O)NNC(=O)Cc2coc3cc(OC)ccc23)cc1,/,/,16,7,-1,2,/,/,3
COc1ccccc1NS(=O)(=O)c1ccc(N2CCOCC2)c(N)c1,/,/,1,7,2,-5,/,/,1
Cc1ccccc1NC(=O)Cc1c[nH]c2ccccc12,0,12,0,10,-5,1,-2,-3,-1
Cc1cnc(=O)[nH]c1SCC(=O)c1ccc(F)cc1,-2,2,-3,6,5,4,-3,-3,1
CCOc1ccccc1N1CCN(C(=O)Nc2ccc(F)c(Cl)c2)CC1,-23,-4,7,-1,5,-3,-1,2,-5
COc1ccc(C(=O)n2cc(C(=O)c3cc(C)ccc3O)cn2)cc1,7,14,5,-7,1,2,-1,5,0
O=C(c1ccc(Cl)c(S(=O)(=O)N2CCCC2)c1)N1CCCC(C(F)(F)F)C1 (stereo not given),4,2,1,0,7,-1,0,1,1
c1ccc2c(c1)CCCc1cc(NCCN3CCOCC3)nnc1-2,-2,4,3,10,2,0,0,-1,4

# Looked up by structure from the entries so far (3):
SMILES,PME-1 primary,GSTO1 inh,pPAFAH FP inh,PAFAH1B3 inh,PAFAH1B2 FP inh,PAD4 inh,LYPLA1 counter,LYPLA2 inh,PAFAH2 inh
CCOc1ccccc1N1CCN(C(=O)Nc2ccc(F)c(Cl)c2)CC1,-23,-4,7,-1,5,-3,-1,2,-5
O=C(c1ccc(Cl)c(S(=O)(=O)N2CCCC2)c1)N1CCCC(C(F)(F)F)C1 (stereo not given),4,2,1,0,7,-1,0,1,1
c1ccc2c(c1)CCCc1cc(NCCN3CCOCC3)nnc1-2,-2,4,3,10,2,0,0,-1,4

# Bioassay records: PubChem BioAssay, The Scripps Research Institute Molecular Screening Center

# An excerpt (hit frequency here may not be typical).
